S1P1 ag pot: S1P1 (human) agonism or agonism potentiation. P21453. S1P1 CRE-bla cells, forskolin, beta-lactamase FRET, potentiator mode; S1P1 agonist co-added at EC20, 2 nM; 100% = saturating reference agonist, 0% = basal. activation, % at 9.5 µM. actives 0.57% (n = 56,000). AID 449;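 active = activation above a cutoff set at the mean activation of all tested compounds plus 3 SD, cut at about 54% in these data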;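 also: forskolin at 4 µM as EC80 and the EC20 agonist is SEW2871; 100% = SEW2871 at its EC100 plus forskolin at EC80; some compounds past the cut are filed as inactive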
Target sequence (P21453 whole entry, looked up): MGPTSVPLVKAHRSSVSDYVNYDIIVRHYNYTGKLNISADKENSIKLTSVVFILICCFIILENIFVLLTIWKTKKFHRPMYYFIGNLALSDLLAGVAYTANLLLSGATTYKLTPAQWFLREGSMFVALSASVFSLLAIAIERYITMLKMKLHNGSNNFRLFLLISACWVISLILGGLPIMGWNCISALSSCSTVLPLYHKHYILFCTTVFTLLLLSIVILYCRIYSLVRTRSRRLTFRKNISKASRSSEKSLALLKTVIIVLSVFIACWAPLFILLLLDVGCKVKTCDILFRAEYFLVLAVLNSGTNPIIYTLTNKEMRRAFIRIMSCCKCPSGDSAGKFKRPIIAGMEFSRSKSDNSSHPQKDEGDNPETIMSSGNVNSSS
MMP13 inh: inhibitors of human MMP13. P45452. AID 570. inhibition, % at 4 µM. MMP-13 fTHP FRET cleavage, Mca fluorescence. actives 0.07% (n = 65,000);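 active = inhibition above the mean of compound-free control plate wells plus 3 SD, cut at about 14% in these data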;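 also: 0% = DMSO wells and 100% = wells with reference MMP-13 inhibitor after basal subtraction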
Fluor 339 460: intrinsic fluorescence of library compounds, ex339/em460 – biochemical, MLSMR library, data from DPM-DC assay, artefact control, profiling panel; compound autofluorescence, ex339/em460 nm, NADH buffer; active compounds read high; 1 = no-compound wells, NADH background; fluorescence fold increase at 10 µM; actives 5.5% (n = 65,000); AID 709;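 active = at 10 µM, mean starting fluorescence two-fold or more over control wells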;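 also: signal is the first read of a kinetic run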
5HT1E ag: agonists of human 5-HT1E serotonin receptor; P28566; CHO 5-HT1E Ga15 NFAT-bla reporter, FRET; 0% DMSO wells, 100% control agonist wells; activation, % at 6 µM; actives 0.69% (n = 65,000);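 active = activation above a set limit, the screen-wide mean activation plus 3 SD, cut at about 8.5% in these data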;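 also: 100% = positive control agonist at 1 µM giving full maximal response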
5-HT1A blocker: 5-HT1a (human) receptor antagonism; CHO 5-HT1a Ga15 NFAT-bla reporter, antagonist mode; inhibition, % at 10 µM; actives 0.68% (n = 62,000);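 active = inhibition above the mean of all tested compounds plus 3 SD, cut at about 43% in these data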;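 also: receptor stimulated by 5-CT agonist at 100 nM near EC80; beta-lactamase reporter measured by ratiometric fluorescence of a cleavable substrate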
Target sequence (P08908 whole entry, looked up): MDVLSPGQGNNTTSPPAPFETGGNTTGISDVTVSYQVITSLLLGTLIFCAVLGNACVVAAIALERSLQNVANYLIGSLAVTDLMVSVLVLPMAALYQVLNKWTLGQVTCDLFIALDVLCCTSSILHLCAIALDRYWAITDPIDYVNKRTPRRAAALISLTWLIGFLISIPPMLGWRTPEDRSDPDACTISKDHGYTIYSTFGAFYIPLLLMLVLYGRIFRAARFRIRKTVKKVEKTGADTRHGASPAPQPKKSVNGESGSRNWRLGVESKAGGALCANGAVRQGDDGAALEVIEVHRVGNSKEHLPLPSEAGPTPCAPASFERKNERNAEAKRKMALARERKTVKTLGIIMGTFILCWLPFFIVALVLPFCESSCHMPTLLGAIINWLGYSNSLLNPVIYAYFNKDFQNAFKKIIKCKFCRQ
S1P3 ag: S1P3 (human) receptor agonism. Q99500. S1P3 NFAT-BLA reporter cells, FRET ratio; relative to 1 µM S1P, basal subtracted. activation, % at 4.5 µM. actives 0.1% (n = 60,000). AID 373;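 active = activation above the screen-wide mean plus 3 SD, cut at about 4.5% in these data, passing the limit was not always enough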; also: some compounds called inactive have numbers as strong as hits
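Measure – % activation relative to 1 µM S1P (100%), per plate · System – stable CHO line with human S1P3, Gα16, NFAT-BLA reporter · Timing – cells plated overnight, compound 4 h 37 °C, substrate 2 h RT · Technique – fluorescent BLA substrate, ex 405 nm, em 460/535 nm ratio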
A340 absorber: compounds absorbing at 340 nm. compound absorbance at 340 nm, fold over control. fold change at 10 µM. 65,000 tested, under 10 active. AID 708;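 active = at 10 µM dose, initial 340 nm absorbance at least 2 fold that of control wells; inactive = change under 2 fold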;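 also: initial absorbance extrapolated from kinetic A340 decline of NADH oxidation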
5HT1E antag: antagonists of human 5-HT1E serotonin receptor | P28566 | CHO 5-HT1E Ga15 NFAT-bla reporter, FRET, antagonist | inhibition, % at 6 µM | actives 0.99% (n = 65,000);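 active = inhibition above a set limit, the mean inhibition across every tested compound plus 3 SD, cut at about 29% in these data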;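 also: signal is the 460 over 535 nm emission ratio of beta-lactamase substrate; 0% = agonist plus DMSO wells and 100% = wells without agonist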
Her2 expr inh: lowers expression of human Her2 kinase | actives 0.69% (n = 65,000) | SKBR-3 HER2 protein level, AlphaScreen, 18-24 h; active compounds read low | HER2 level % of control, % at 10 µM | AID 645;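 active = HER2 level under 5% of the carrier-only control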;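 also: 100% = DMSO carrier and 0% = 500 nM PU-H71 HSP90 inhibitor; lower value means stronger loss of Her2 protein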
Starred values were filed as active, the others as inactive; [ ] = remark or other dose. No enrichment for hits; 8.5% or so of the library scored in one or more.

`c1ccc(Sc2ncnc3c2oc2ccccc23)nc1` gave S1P1 ag pot 3, MMP13 inh -1, Fluor 339 460 1.1, 5HT1E ag 0.8, 5-HT1A blocker -5, S1P3 ag 0.4, A340 absorber 1.1, 5HT1E antag 3 and Her2 expr inh 63.
For CS(=O)(=O)N(CC(=O)N1CCCCC1)c1sc2c(c1C#N)CCCC2 the results were S1P1 ag pot -15, MMP13 inh -4, Fluor 339 460 1.1, 5HT1E ag 0.9, 5-HT1A blocker -1, S1P3 ag -0.7, A340 absorber 0.99, 5HT1E antag -13 and Her2 expr inh 130.
COc1ccc2c(c1)c1ccccc1n2C was read as S1P1 ag pot -19, MMP13 inh -7, Fluor 339 460 1.4, 5HT1E ag 0.5, 5-HT1A blocker 0, S1P3 ag -1.4, A340 absorber 1, 5HT1E antag -2 and Her2 expr inh 120.
`CCCCCn1c(=O)[nH]c2cc(C(=O)O)ccc2c1=O` gave MMP13 inh 1, Fluor 339 460 1.3, 5HT1E ag 1.0, 5-HT1A blocker -2, A340 absorber 1, 5HT1E antag -2 and Her2 expr inh 106.
CC1(C)Cc2c(sc3ncn4nc(-c5ccco5)nc4c23)CO1 was read as S1P1 ag pot 1, MMP13 inh -40, Fluor 339 460 1.2, 5HT1E ag -0.5, S1P3 ag -1.0, A340 absorber 1, 5HT1E antag -5 and Her2 expr inh 106.
`CC(Sc1nnc(COc2ccc3ccccc3c2)n1C)C(=O)O` (configuration not stated) gave S1P1 ag pot 4, MMP13 inh 3, Fluor 339 460 1.1, 5HT1E ag -0.1, 5-HT1A blocker 8, S1P3 ag -0.2, A340 absorber 1, 5HT1E antag -2 and Her2 expr inh 113.
For Cn1c(N)c(C(=O)CSc2nc3ccccc3n2-c2ccccc2)c(=O)n(C)c1=O the results were S1P1 ag pot -13, MMP13 inh -2, Fluor 339 460 0.98, 5HT1E ag 0.1, 5-HT1A blocker -11, S1P3 ag -0.3, A340 absorber 1, 5HT1E antag 1 and Her2 expr inh 101.
CCOC(=O)N1CCN(C(=O)CSc2nnc(-c3cccc(Cl)c3)o2)CC1 was read as S1P1 ag pot -26, MMP13 inh -5, Fluor 339 460 1, 5HT1E ag 1.0, 5-HT1A blocker -8, S1P3 ag -0.3, A340 absorber 1, 5HT1E antag -9 and Her2 expr inh 97.
Screening Cc1nnc(SCc2ccccc2Cl)n1CC1CCCO1 (configuration not stated) returned S1P1 ag pot 1, MMP13 inh 2, Fluor 339 460 1, 5HT1E ag 0.3, 5-HT1A blocker 1, S1P3 ag -1.0, A340 absorber 1, 5HT1E antag -3 and Her2 expr inh 98.
COC(=O)c1c(C)nc(C)c2c(=O)oc3ccccc3c12 was read as S1P1 ag pot -37, MMP13 inh 3, Fluor 339 460 1, 5HT1E ag -0.1, 5-HT1A blocker -11, S1P3 ag -0.4, A340 absorber 1, 5HT1E antag -5 and Her2 expr inh 85.
CC(c1nnc(SCn2nnc3ccccc3c2=O)n1-c1ccc(Cl)cc1)N(C)C (configuration not stated) was read as S1P1 ag pot 15, MMP13 inh -6, Fluor 339 460 1.1, 5HT1E ag -0.7, 5-HT1A blocker 2, S1P3 ag -0.7, A340 absorber 1.1, 5HT1E antag 14 and Her2 expr inh 104.
For O=C(Nc1ccc2c(c1)OCO2)[C@@H]1[C@@H]2C(=O)N(C3CCCCC3)C(=O)[C@@H]2C2c3ccccc3C=CN21 (some centres not stated) the results were S1P1 ag pot 24, MMP13 inh 3, Fluor 339 460 1.1, 5HT1E ag 0.6, 5-HT1A blocker 3, S1P3 ag -0.8, A340 absorber 1, 5HT1E antag 0 and Her2 expr inh 88.
CC(C)(C)c1ccc(S(=O)(=O)N2CCCC2C(=O)NC2=NCCS2)cc1 (configuration not stated) was read as S1P1 ag pot 17, MMP13 inh 0, Fluor 339 460 0.99, 5HT1E ag -0.1, 5-HT1A blocker -4, S1P3 ag 1.3, A340 absorber 1, 5HT1E antag -5 and Her2 expr inh 90.
Screening O=C(Nc1ccccc1)N1C(=O)C2(OCCO2)c2ccccc21 returned S1P1 ag pot 0, MMP13 inh 3, Fluor 339 460 0.96, 5HT1E ag 1.0, 5-HT1A blocker -4, S1P3 ag -0.4, A340 absorber 0.99, 5HT1E antag 2 and Her2 expr inh 30.
For Cn1c(SCC(=O)c2ccccc2)nc2cccnc21 the results were S1P1 ag pot -11, MMP13 inh -2, Fluor 339 460 1.1, 5HT1E ag -1.6, 5-HT1A blocker -6, S1P3 ag -1.3, A340 absorber 1, 5HT1E antag -8 and Her2 expr inh 109.
Screening O=c1[nH]c(NCCCO)nc2c1C1(CCCC1)Cc1ccccc1-2 returned S1P1 ag pot -24, MMP13 inh -182[fluorescence artefact?], Fluor 339 460 2.1*, 5HT1E ag -1.6, 5-HT1A blocker 9, S1P3 ag -1.0, A340 absorber 1.1, 5HT1E antag -6 and Her2 expr inh 118.
`CCOC(=O)c1[nH]c2ccccc2c1NC(=O)c1nonc1C` gave MMP13 inh 2, Fluor 339 460 1.1, 5HT1E ag -0.3, 5-HT1A blocker 2, A340 absorber 1.1, 5HT1E antag 15 and Her2 expr inh 91.
For Cc1nc(NC2=NCN(Cc3ccc4c(c3)OCO4)CN2)nc2ccccc12 the results were S1P1 ag pot -2, MMP13 inh 0, Fluor 339 460 1.1, 5HT1E ag 0.4, 5-HT1A blocker -7, S1P3 ag -0.4, A340 absorber 1, 5HT1E antag -7 and Her2 expr inh 80.
For CCN1CCN(C(=O)c2nn(-c3ccc(OC)cc3)c(=O)c3c2c2ccccc2n3C)CC1 the results were S1P1 ag pot -5, MMP13 inh -5, Fluor 339 460 1.4, 5HT1E ag -1.2, 5-HT1A blocker 3, S1P3 ag -1.4, A340 absorber 1, 5HT1E antag 2 and Her2 expr inh 84.
COc1cc(OC)c(C2=NOC(C(=O)NCc3ccc4c(c3)OCO4)C2)cc1Cl (configuration not stated) was read as S1P1 ag pot -2, MMP13 inh 2, Fluor 339 460 1.1, 5HT1E ag -0.8, 5-HT1A blocker 3, S1P3 ag -0.4, A340 absorber 1, 5HT1E antag -3 and Her2 expr inh 74.

The closing 3 records of the part above come first, to join the parts.
For Cc1nc(NC2=NCN(Cc3ccc4c(c3)OCO4)CN2)nc2ccccc12 the results were S1P1 ag pot -2, MMP13 inh 0, Fluor 339 460 1.1, 5HT1E ag 0.4, 5-HT1A blocker -7, S1P3 ag -0.4, A340 absorber 1, 5HT1E antag -7 and Her2 expr inh 80.
For CCN1CCN(C(=O)c2nn(-c3ccc(OC)cc3)c(=O)c3c2c2ccccc2n3C)CC1 the results were S1P1 ag pot -5, MMP13 inh -5, Fluor 339 460 1.4, 5HT1E ag -1.2, 5-HT1A blocker 3, S1P3 ag -1.4, A340 absorber 1, 5HT1E antag 2 and Her2 expr inh 84.
COc1cc(OC)c(C2=NOC(C(=O)NCc3ccc4c(c3)OCO4)C2)cc1Cl (configuration not stated) was read as S1P1 ag pot -2, MMP13 inh 2, Fluor 339 460 1.1, 5HT1E ag -0.8, 5-HT1A blocker 3, S1P3 ag -0.4, A340 absorber 1, 5HT1E antag -3 and Her2 expr inh 74.
CC(=O)C1C(c2ccco2)c2c(noc2C)CC1(C)O (configuration not stated) was read as MMP13 inh -2, 5HT1E ag 0.5, 5-HT1A blocker -15 and 5HT1E antag 3.
CCOC(=O)N1CCN(S(=O)(=O)c2ccc(C(=O)Nc3nc4c(s3)CC(C)CC4)cc2)CC1 (configuration not stated) was read as S1P1 ag pot -14, MMP13 inh 7, Fluor 339 460 4.6*, 5HT1E ag -0.5, 5-HT1A blocker -3, S1P3 ag 0.2, A340 absorber 1.1, 5HT1E antag 1 and Her2 expr inh 45.
For O=C1CC(c2ccc(F)cc2)Cc2nc(N3CCc4ccccc43)ncc21 (configuration not stated) the results were S1P1 ag pot -9, MMP13 inh 3, Fluor 339 460 3.8*, 5HT1E ag -0.1, 5-HT1A blocker -4, S1P3 ag -0.5, A340 absorber 1.1, 5HT1E antag 5 and Her2 expr inh 121.
For O=C(C1CCCCC1)N(Cc1ccccc1)c1ccccn1 the results were MMP13 inh -4, Fluor 339 460 1.1, 5HT1E ag -0.7, 5-HT1A blocker -8, A340 absorber 1.1, 5HT1E antag 2 and Her2 expr inh 154.
For CC1(C)CC(=O)C2(CC3=C(CC(C)(C)CC3=O)O2)C(=O)C1 the results were S1P1 ag pot -11, MMP13 inh 7, Fluor 339 460 1, 5HT1E ag 0.5, 5-HT1A blocker 14, S1P3 ag -0.6, A340 absorber 1, 5HT1E antag 5 and Her2 expr inh -33*.
`c1ccc(OCCSc2ncnc3nc[nH]c23)cc1` gave S1P1 ag pot -5, MMP13 inh -2, Fluor 339 460 1.1, 5HT1E ag 0.1, 5-HT1A blocker -8, S1P3 ag -0.5, A340 absorber 1, 5HT1E antag 13 and Her2 expr inh 127.
Cc1ccc(C2CC(C(F)F)n3ncc(C(=O)Nc4cnn(Cc5ccccc5C)c4)c3N2)cc1 (configuration not stated) was read as S1P1 ag pot 12, MMP13 inh 3, Fluor 339 460 1.2, 5HT1E ag 1.4, 5-HT1A blocker -8, S1P3 ag -0.8, A340 absorber 1, 5HT1E antag -3 and Her2 expr inh 25.
Screening Cc1cccc(OCCSc2nnc(-c3ccoc3C)n2C)c1 returned S1P1 ag pot -6, MMP13 inh -2, Fluor 339 460 1, 5HT1E ag -0.1, 5-HT1A blocker -7, S1P3 ag 0.9, A340 absorber 1, 5HT1E antag -5 and Her2 expr inh 67.
For Cc1nn(C)c(C)c1Sc1ccc(Br)cc1 the results were S1P1 ag pot 19, MMP13 inh -1, Fluor 339 460 1, 5HT1E ag -1.4, 5-HT1A blocker 20, S1P3 ag -1.6, A340 absorber 0.99, 5HT1E antag 4 and Her2 expr inh -9.0*.
For CCOc1ccccc1-c1nnc(SCC(=O)NC2CC3CCC2C3)n1CC (configuration not stated) the results were S1P1 ag pot -12, MMP13 inh 2, Fluor 339 460 1.1, 5HT1E ag 11*, 5-HT1A blocker 2, S1P3 ag -1.0, A340 absorber 1, 5HT1E antag -1 and Her2 expr inh 91.
CC(=NCC1CCCO1)C1=C(O)CC(C)(C)CC1=O (configuration not stated) was read as MMP13 inh 2, 5HT1E ag 0.7, 5-HT1A blocker -9 and 5HT1E antag -3.
Screening Nc1nc(-c2ccccc2)cc(-c2ccccc2O)n1 returned S1P1 ag pot -39, MMP13 inh 4, Fluor 339 460 1, 5HT1E ag 0.2, 5-HT1A blocker 57*, S1P3 ag 0.4, A340 absorber 1.1, 5HT1E antag -3 and Her2 expr inh 45.
C=CCNc1sc(C(=O)C(C)(C)C)c(N)c1C#N was read as S1P1 ag pot -40, MMP13 inh 4, Fluor 339 460 1.1, 5HT1E ag 0.1, 5-HT1A blocker -2, S1P3 ag 1.9, A340 absorber 1.2, 5HT1E antag 6 and Her2 expr inh 101.
`Cc1ccc(C2CC(c3ccccc3Cl)n3nc(N)nc3N2)cc1` (configuration not stated) gave S1P1 ag pot -20, MMP13 inh 3, Fluor 339 460 1.2, 5HT1E ag 2.1, 5-HT1A blocker -1, S1P3 ag -0.1, A340 absorber 1, 5HT1E antag -2 and Her2 expr inh 87.

Source: PubChem BioAssay (several laboratories)
